Assay outcomes: PubChem, several laboratories
SRC2 inh: inhibits human steroid receptor coactivator 2; HEK293 GAL4-SRC2 luciferase reporter, luminescence; inhibition, % at 9 µM; Q15596; 370,000 tested, 0.17% active; AID 651957;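 active = inhibition above the mean inhibition of all tested compounds plus 3 SD, set per campaign, cut at about 52% in these data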;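 note: 0% = DMSO treated cells and 100% = cells given Gossypol at 36 µM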
NCOA1 inh: inhibits human SRC1 coactivator; inhibition, % at 3.6 µM; 360,000 tested, 0.12% active; Q15788; HEK293 GAL4-SRC1 luciferase reporter, luminescence;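 active = inhibition above the campaign mean plus 3 SD, with each screening campaign given its own cutoff, cut at about 60% in these data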;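 note: 0% = DMSO treated cells and 100% = gossypol at 36 µM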
ABHD5 PLIN5 PPI: ABHD5-PLIN5 protein interaction inhibition. 360,000 tested, 0.78% active. Split G. princeps luciferase complementation, luminescence, 4 h. inhibition, % at 4 µM. AID 602281;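 active = inhibition above the mean inhibition across every tested compound plus 3 SD, cut at about 22% in these data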;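 note: 0% = DMSO only wells and the 100% control is not disclosed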
TLR9-MyD88 inh: inhibitors of human TLR9-MyD88 binding; Q9NR96+Q99836; CHO BLA complementation TLR9-MyD88, CCF4 FRET ratio; inhibition, % at 4.98 µM; 340,000 tested, 0.21% active; AID 504734;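 active = inhibition above the mean over all tested compounds plus 3 SD, cut at about 21% in these data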;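 note: 0% = DMSO only wells and 100% = clavulanate BLA inhibitor control wells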
TROY NFkB inh: blocks TROY-dependent signaling in reporter cells; Q293 LMP1-TROYcd NF-kB luciferase reporter, 4 h; inhibition, % at 10 µM; 360,000 tested, 0.98% active;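 active = compounds whose plate-normalised and pattern-corrected inhibition of the luciferase reporter signal at the single screening dose is 50% or more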
NOD2 RIPK2 PPI: NOD2-RIPK2 protein interaction inhibition | O43353 | CHO BLA complementation NOD2-RIPK2, CCF4 ratio | inhibition, % at 4.98 µM | 360,000 tested, 0.38% active | AID 624267; in the data active = inhibition above about 21%;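 note: 0% = vehicle only and 100% = reference blocker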
TWEAK-Fn14 inh: inhibitors of TWEAK-Fn14 interaction signaling | TWEAK-stimulated Fn14 reporter cells, luciferase luminescence, 8 h | inhibition, % at 10 µM | 360,000 tested, 2% active; in the data active = inhibition above about 50%
NR2F2 inh: NR2F2 (human) inhibition, primary screen. P24468. HEK293T NGFI-A luciferase reporter, luminescence. inhibition, % at 8.6 µM. 370,000 tested, 0.7% active. AID 686940;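 active = inhibition above a per-plate cutoff, mean inhibition of test wells between control levels plus 3 SD, cut at about 38% in these data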;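 note: cells cotransfected with COUP-TFII expression vector driving the NGFI-A reporter; 0% = median of COUP-TF2 test wells and 100% = reporter-only cells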
NCOA3 inh: inhibitors of human steroid receptor coactivator 3 (SRC3); AID 588352; inhibition, % at 3.6 µM; Q9Y6Q9; HEK293 GAL4-SRC3 luciferase reporter, luminescence; 360,000 tested, 0.17% active;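 active = inhibition above a per-campaign cutoff, the mean of all compounds plus 3 SD, cut at about 60% in these data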;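 note: 0% = DMSO-treated cells and 100% = gossypol-treated cells at 36 µM; higher means less SRC3-driven luciferase light from the GAL4 reporter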
Granule exo inh: lytic granule exocytosis inhibition; 360,000 tested, 0.66% active; TALL-104 LAMP-1 surface exposure, flow cytometry; cells stimulated with thapsigargin and PMA; AID 651702; inhibition, % at 10 µM;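 active = inhibition above about 55%, limit read from the data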
LRH-1 inv ag: inverse agonists of human LRH-1 (NR5A2); HEK293T StAR-luciferase reporter, LRH-1 transfected, 24 h; inhibition, % at 3.6 µM; 360,000 tested, 0.13% active; AID 602396;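 active = inhibition above the mean inhibition of all tested compounds plus 3 SD, cut at about 73% in these data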;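 note: 0% = DMSO wells and 100% = reporter-only cells lacking LRH-1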
An asterisk follows results filed as active; x = not tested or not shown. This is a subset. The share of hits here may be higher or lower than overall.

1. O=C1NC[C@@H](CCCCN2CCN(Cc3ccccc3)C(=O)C2=O)N(CC2CCCCC2)C1=O
2. Cc1ccc(S(=O)(=O)N[C@H]2CCC[C@@H]2O)cc1
3. CCOC(=O)c1ccccc1NC(=O)c1cc2ccccc2o1
4. COc1ccccc1C#Cc1ccc2c(=O)c3ccccc3n(C)c2c1
5. Cc1cc2c(ncn2C(C)C)c(NS(=O)(=O)c2ccc(F)cc2)c1C
6. CCOc1ccc(N2CC(C(=O)Nc3ccc(S(=O)(=O)Nc4ncccn4)cc3)CC2=O)cc1 (stereo not given)
7. Cc1ccc(CCNC(=O)C2CCN(C(=O)c3sccc3-n3cccc3)CC2)cc1
8. O=[N+]([O-])c1cccc(-c2nnc(C3CC3)o2)c1

screen / no.	1	2	3	4	5	6	7	8
SRC2 inh	4	14	22	-3	-13	8	7	-12
NCOA1 inh	x	x	-16	-3	3	1	7	14
ABHD5 PLIN5 PPI	-6	-9	0	5	-3	10	5	7
TLR9-MyD88 inh	x	x	11	6	9	3	1	12
TROY NFkB inh	-2	x	-26	-9	-11	-15	x	-31
NOD2 RIPK2 PPI	-3	-24	-8	-2	9	-5	-2	-16
TWEAK-Fn14 inh	4	x	-62	45	-5	-7	42	-9
NR2F2 inh	-10	-16	-17	-9	2	-13	-4	-5
NCOA3 inh	x	x	-13	-7	13	13	-1	18
Granule exo inh	-5	-4	10	9	-1	2	12	-1
LRH-1 inv ag	6	-10	12	-3	14	2	8	11

9. COc1cccc(-c2cc3nc(NCCN4CCCC4)n(C)c(=O)c3s2)c1
10. O=C(NN1C(=O)c2ccccc2C1=O)C1C2CCCCC21 (stereo not given)
11. COc1ccc(S(=O)(=O)NC2CCN(Cc3ccccc3)CC2)cc1NC(C)=O
12. Cc1cc(-c2ccccc2)nc(N(C)N)c1S(C)(=O)=O
13. CC(NO)/C(=N\O)c1cccs1 (stereo not given)
14. Cc1ccc2nc(COC(=O)c3cccnc3Cl)cc(=O)n2c1
15. CCN(c1ccccc1)S(=O)(=O)c1ccc(Cl)c(NC(=O)CN(C)C2CCN(C)CC2)c1
16. O=C(c1cccn(Cc2ccc(Cl)c(Cl)c2)c1=O)N1CCOCC1

screen / no.	9	10	11	12	13	14	15	16
SRC2 inh	-43	-4	-2	-25	13	-6	10	-6
NCOA1 inh	-7	-10	7	-7	-6	-11	0	-37
ABHD5 PLIN5 PPI	10	7	3	4	-6	1	6	-6
TLR9-MyD88 inh	x	6	6	8	5	1	0	4
TROY NFkB inh	-41	-8	6	-22	8	-36	-4	10
NOD2 RIPK2 PPI	-5	-2	3	-1	3	-2	-5	1
TWEAK-Fn14 inh	-27	31	-1	-14	11	8	-17	-8
NR2F2 inh	-19	3	-12	0	0	-27	13	-9
NCOA3 inh	-51	10	-2	6	3	-5	4	10
Granule exo inh	-6	-1	4	1	4	-4	21	5
LRH-1 inv ag	-12	-12	-9	-12	1	-11	-37	3

17. O=C(CCc1ccc(O)cc1)NNC(=S)NCCc1ccccc1
18. CC(c1c(O)c2ccccc2[nH]c1=O)C1(C)CCC(O)C(C)(C)O1 (stereo not given)
19. Cc1cccc(S(=O)(=O)NC(=O)C2(C)CCN2C(=O)Cc2ccc(-c3ccccc3)cc2)c1 (stereo not given)
20. O=c1cc(Br)c(O)c(Br)cc1Br
21. COc1ccccc1N1C(=O)C2CCC(c3ccccc3)CC2C1=O (stereo not given)
22. COc1ccc(CNC(=O)CCC(=O)N2CCN(S(=O)(=O)c3ccc(Cl)cc3)CC2)cc1
23. Cc1nc2cc(N3CCN(C)CC3)c(NC(=O)Cc3ccccc3)cc2c(=O)n1Cc1ccccc1
24. O=C(NNC(=S)NC(=O)c1cccc([N+](=O)[O-])c1)c1ccc(Br)cc1

screen / no.	17	18	19	20	21	22	23	24
SRC2 inh	5	-28	-12	-23	-8	-15	46	-8
NCOA1 inh	4	-1	-36	-2	7	8	29	-4
ABHD5 PLIN5 PPI	1	-1	-10	15	3	-1	4	-2
TLR9-MyD88 inh	3	-14	x	-7	9	-4	-2	-2
TROY NFkB inh	5	-18	5	6	6	5	59*	7
NOD2 RIPK2 PPI	10	-4	4	-19	-5	-9	-9	-1
TWEAK-Fn14 inh	-3	4	14	15	18	1	87*	-11
NR2F2 inh	8	7	1	10	5	-17	49*	23
NCOA3 inh	16	4	11	-1	16	6	45	-3
Granule exo inh	13	2	-5	-6	-3	2	7	-1
LRH-1 inv ag	-4	9	-6	-14	16	9	21	17

25. C[C@@]12C(=O)N(Cc3ccccc3)CC(=O)N1[C@H]1c3cc(Cl)ccc3OC[C@@H]1[C@@H]2c1ccccc1
26. CCn1nc(C)c(/C=N\NC(=O)c2cccc(OC)c2)c1C
27. Cc1[nH]c2ccccc2c1C(=O)C(=O)N1CCN(c2ccccc2F)CC1
28. Cc1ccc(C2=[N+]([O-])C3(CCCCC/C3=N\NC(N)=O)N(O)C2(C)C)o1 (stereo not given)
29. O=C(Nc1ccccc1)c1cccnc1N1CCCC1
30. CCCc1[nH]nc2c1C(c1ccccc1OC)C(C#N)=C(N)O2 (stereo not given)
31. Cc1ccc(N2C(=O)SC(Cc3ccccc3)C2=O)cc1 (stereo not given)
32. CCn1nnc(NC(=O)c2ccc(-c3ccccc3[N+](=O)[O-])o2)n1

screen / no.	25	26	27	28	29	30	31	32
SRC2 inh	5	-7	-38	9	3	-14	-31	-45
NCOA1 inh	-3	-21	2	-18	4	23	5	-36
ABHD5 PLIN5 PPI	-10	0	-2	10	-8	4	-9	-5
TLR9-MyD88 inh	-5	1	6	-3	5	-6	-8	-1
TROY NFkB inh	7	-47	3	14	10	1	-43	-43
NOD2 RIPK2 PPI	-4	1	1	-7	-7	-14	-3	-2
TWEAK-Fn14 inh	4	-14	7	14	17	3	-7	-11
NR2F2 inh	1	-33	-3	-8	-2	11	-9	-22
NCOA3 inh	14	5	6	16	2	-4	11	-40
Granule exo inh	0	-1	-1	4	-2	3	-19	-1
LRH-1 inv ag	-23	-41	0	-2	17	17	-1	-32

One compound at a time (already shown).
Record of `Cc1ccc(N2C(=O)SC(Cc3ccccc3)C2=O)cc1` (stereo not given) = SRC2 inh: -31; NCOA1 inh: 5; ABHD5 PLIN5 PPI: -9; TLR9-MyD88 inh: -8; TROY NFkB inh: -43; NOD2 RIPK2 PPI: -3; TWEAK-Fn14 inh: -7; NR2F2 inh: -9; NCOA3 inh: 11; Granule exo inh: -19; LRH-1 inv ag: -1
Record of `O=C(Nc1ccccc1)c1cccnc1N1CCCC1` = SRC2 inh: 3; NCOA1 inh: 4; ABHD5 PLIN5 PPI: -8; TLR9-MyD88 inh: 5; TROY NFkB inh: 10; NOD2 RIPK2 PPI: -7; TWEAK-Fn14 inh: 17; NR2F2 inh: -2; NCOA3 inh: 2; Granule exo inh: -2; LRH-1 inv ag: 17

Additional compounds:
33. O=C(COC(=O)Cn1c(C(F)(F)F)nc2ccccc21)Nc1ccc2c(c1)OCCO2
34. CC(=O)N1c2ccc(S(=O)(=O)N3CCC(C(=O)Nc4cccc(C)c4)CC3)cc2CC1C (stereo not given)
35. CC(C)CC1C(=O)N(Cc2cn(CC3CCCCC3)nn2)CCS(=O)(=O)N1Cc1ccc(-c2ccncc2)cc1 (stereo not given)
36. COc1ccccc1CNC(=O)Cn1nc(C)c([N+](=O)[O-])c1C
37. COc1cc(-c2nc(-c3ccc(Br)o3)no2)cc(OC)c1OC
38. CCn1c(SCC(=O)NCc2ccc3c(c2)OCO3)nnc1-c1ccncc1
39. Cc1cc(O)cc2c1C1CCC3(C)C(=O)CCC3C1C=C2 (stereo not given)
40. N#CCc1nc2ccccc2c(=O)[nH]1

screen / no.	33	34	35	36	37	38	39	40
SRC2 inh	5	-8	-15	-14	7	10	-18	-46
NCOA1 inh	-3	6	-25	-1	-8	13	-17	10
ABHD5 PLIN5 PPI	10	2	0	-7	2	4	4	7
TLR9-MyD88 inh	2	-17	-6	-7	5	-8	-5	-1
TROY NFkB inh	-4	4	-9	9	-20	-4	-54	-20
NOD2 RIPK2 PPI	-3	2	-4	-5	-4	-4	2	-10
TWEAK-Fn14 inh	12	-10	-33	5	-2	23	-53	-19
NR2F2 inh	8	-1	14	18	0	-7	-3	-9
NCOA3 inh	10	1	5	16	-15	4	-9	15
Granule exo inh	-2	0	-3	-3	7	2	-4	-6
LRH-1 inv ag	5	-10	6	1	18	4	-2	4

The list goes on, starting with the last two of the part before.
39. Cc1cc(O)cc2c1C1CCC3(C)C(=O)CCC3C1C=C2 (stereo not given)
40. N#CCc1nc2ccccc2c(=O)[nH]1
41. Cc1cccc(NC(=O)CS(=O)(=O)Cc2ccccc2)n1
42. C=CCn1c(SCC#N)nc2c(c1=O)C(C)(C)Cc1ccccc1-2
43. Cc1ccc(Nc2c([N+](=O)[O-])cc(C(=O)N3CC(=O)Nc4ccccc43)cc2[N+](=O)[O-])c(C)c1
44. CCC(CC)COC(=O)C1=C(C)NC(=O)NC1c1ccc2c(c1)OCO2 (stereo not given)
45. CCn1ncc(Br)c1C(=O)Nc1ccc2c(c1)OCCO2
46. COc1ccc(OC)c(CCNC(=O)c2nn(C)c3c2CS(=O)(=O)c2ccccc2-3)c1
47. Cn1c2ccccc2c2nnc(SCc3ccc4nonc4c3)nc21
48. O=C(NCC1COc2ccccc2O1)c1ccc(NC(=O)c2ccco2)cc1 (stereo not given)

screen / no.	39	40	41	42	43	44	45	46	47	48
SRC2 inh	-18	-46	-4	7	11	4	-11	15	1	13
NCOA1 inh	-17	10	-17	-1	7	7	-30	10	16	-27
ABHD5 PLIN5 PPI	4	7	0	-5	4	-6	-8	3	10	7
TLR9-MyD88 inh	-5	-1	8	7	-1	-10	-4	-10	18	6
TROY NFkB inh	-54	-20	-8	-6	-14	10	10	-4	-11	-19
NOD2 RIPK2 PPI	2	-10	4	-4	4	5	4	-6	5	0
TWEAK-Fn14 inh	-53	-19	-10	8	-17	-9	30	-14	-62	-4
NR2F2 inh	-3	-9	5	0	8	22	-16	5	10	-12
NCOA3 inh	-9	15	3	16	-10	2	-19	4	25	-6
Granule exo inh	-4	-6	1	-13	2	-1	2	10	1	8
LRH-1 inv ag	-2	4	1	-1	3	5	-24	7	11	-32

49. CCc1cc(=O)oc2cc(C)cc(OCC(=O)N3CCC(C(=O)O)CC3)c12
50. CCn1c(C(=O)N2CCCC(C(=O)O)C2)cc2sccc21 (stereo not given)
51. O=C(NC(=O)c1ccccc1)OCCN1C(=O)c2ccccc2C1=O
52. O=C(Cn1nnc2ccccc21)NNC(=O)c1ccccc1
53. O=C(CSc1nc2ccccc2o1)NCC(=O)c1ccccc1
54. O=C(NCC(=O)N1CCN(c2ncccn2)CC1)c1cccs1
55. Cc1ccnc2nc(C(=O)Nc3nc4ccccc4s3)nn12

screen / no.	49	50	51	52	53	54	55
SRC2 inh	-1	-8	-74	-22	-21	x	-69
NCOA1 inh	4	11	-5	-10	-11	-49	-94
ABHD5 PLIN5 PPI	1	4	-7	-7	-6	-4	13
TLR9-MyD88 inh	6	-10	6	8	-4	2	3
TROY NFkB inh	8	5	-8	-9	-10	-39	-46
NOD2 RIPK2 PPI	-9	-11	-1	-2	18	-9	-1
TWEAK-Fn14 inh	0	-10	-20	-7	-11	-13	67*
NR2F2 inh	9	5	16	16	1	x	-36
NCOA3 inh	6	14	18	-6	8	-54	-74
Granule exo inh	-1	1	0	6	-4	0	-2
LRH-1 inv ag	-3	-8	-12	4	-1	-45	-122
